NR2E3 ag-1 = activates human photoreceptor nuclear receptor NR2E3 | Q9Y5X4 | GST-NR2E3/biotin-RetCOR TR-FRET, 1536-well | inhibition of corepressor binding, % at 4.78 µM | 320,000 compounds, 0.12% hits | AID 2300;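 active means percent inhibition above the cutoff of mean plus 3 SD of all tested compounds, set per screening campaign, cut at about 20% in these data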;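 further: 0% = DMSO wells and 100% = biotin wells as full block of FRET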
Target sequence (Q9Y5X4 whole entry, looked up): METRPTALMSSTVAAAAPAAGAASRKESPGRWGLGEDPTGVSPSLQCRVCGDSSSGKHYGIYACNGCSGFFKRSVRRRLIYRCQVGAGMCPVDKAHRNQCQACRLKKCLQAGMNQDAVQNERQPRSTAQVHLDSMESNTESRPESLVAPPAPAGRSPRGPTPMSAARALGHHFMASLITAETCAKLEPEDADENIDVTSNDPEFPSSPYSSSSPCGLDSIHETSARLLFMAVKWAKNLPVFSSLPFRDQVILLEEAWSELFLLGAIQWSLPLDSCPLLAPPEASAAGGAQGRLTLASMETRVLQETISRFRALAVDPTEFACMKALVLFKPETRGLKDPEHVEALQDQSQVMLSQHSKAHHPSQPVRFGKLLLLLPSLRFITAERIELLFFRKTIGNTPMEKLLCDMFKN
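System: GST-NR2E3 and biotin-RetCOR proteins; probe or stimulus: 7 nM biotin-RetCOR; doses: compound at 4.8 µM, single dose; schedule: Compound–protein incubation for 5 h at 4 °C; detection: time-resolved FRET; read-out: percent inhibition; controls: biotin wells as high control, 0.6% DMSO wells as low control; format: 1536-well plates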
TRAIL sens C8 = caspase-8 TRAIL sensitization | NB7+C8 cells + TRAIL, ATPlite viability luminescence | inhibition (viability loss, TRAIL sensitization), % at 10 µM | 360,000 compounds, 1% hits | AID 624354;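 active means compounds causing at least 50% loss of cell viability in the single-dose screen, relative to plate controls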
TWEAK-Fn14 inh = inhibitors of TWEAK-Fn14 interaction signaling | TWEAK-stimulated Fn14 reporter cells, luciferase luminescence, 8 h | inhibition, % at 10 µM | 360,000 compounds, 2% hits | AID 1159606; in the data active means inhibition above about 50%
TROY NFkB inh = inhibitors of TROY-dependent NF-kB signaling | Q293 LMP1-TROYcd NF-kB luciferase reporter, 4 h | inhibition, % at 10 µM | 360,000 compounds, 0.98% hits;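 active means compounds whose plate-normalised and pattern-corrected inhibition of the luciferase reporter signal at the single screening dose is 50% or more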
HIF-2a inh = inhibitors of HIF-2a; 360,000 compounds, 0.72% hits; 786-0 RCC cells HIF-2a reporter, luciferase luminescence, overnight; inhibition, % at 18.8 µM;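 active means inhibition of the luminescence signal of 40% or more relative to plate controls, in a single-dose primary screen at 18.75 µM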
Peg3 prom inh = Peg3 promoter activity inhibition | inhibition, % at 20 µM | HeLa PEG-Prom luciferase reporter, luminescence, overnight | 360,000 compounds, 1.7% hits;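 active means inhibition of at least 50% at 20 µM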
MITF TRPM1 inh = MITF TRPM1 promoter inhibition in SK-MEL-5 cells | inhibition, % at 12.5 µM | 330,000 compounds, 0.83% hits | SK-MEL-5 TRPM1 promoter luciferase, 24 h | AID 488899;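 active means mean inhibition across replicates of 60% or more, whatever share of single replicates reaches that level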; further: values of inactives mirror those of a sister screen read the other way
Shn3 inh set2 = Schnurri-3 reporter inhibition in Clone20 osteoblasts; Clone20 osteoblast Shn3 3'UTR firefly luciferase, 24 h; inhibition, % at 12.5 µM; 360,000 compounds, 0.52% hits; AID 588674;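 active means mean inhibition of at least 75% with every replicate also reaching 75%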;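 further: 0% = median of neutral control wells and 100% = pilot-screen positive control compound; some compounds past the cut are filed as inactive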
NR2E3 ag-2 = agonists of human NR2E3 nuclear receptor; Q9Y5X4; CHO-S Gal4-NCOR/VP16-NR2E3 two-hybrid, luciferase; inhibition of corepressor binding, % at 3.98 µM; 360,000 compounds, 0.35% hits; AID 602229;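 active means inhibition above the mean of all tested compounds plus 3 SD, cut at about 70% in these data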;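 further: 0% = DMSO with NR2E3 transfected cells and 100% = cells lacking NR2E3 construct; higher means lower luciferase signal from less NR2E3 corepressor binding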
KKLEB tox = reduces viability of KKLEB cystic fibrosis airway cells | KKLEB CF airway cells viability, ATPlite luminescence, overnight; hits give low values; cells stimulated with P. aeruginosa culture filtrate | activity change (cytotoxicity), % at 5 µM | 360,000 compounds, 0.36% hits | AID 602141;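 active means corrected activity change at or below -50% at 5 µM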
CF NFkB block = inhibitors of cystic fibrosis induced NF-kB | inhibition, % at 5 µM | KKLEB NF-kB-GFP reporter, PAF-induced, GFP fluorescence overnight | 360,000 compounds, 0.86% hits;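 active means at least 50% inhibition at 5 µM, scaled per plate between neutral and stimulator controls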;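 further: PAF is a Pseudomonas aeruginosa culture filtrate used as stimulus; plate controls were PAF-stimulated DMSO wells for no effect and unstimulated DMSO wells for full effect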
The depositor's hits bear a star.

`O=C(O)CCn1c(SCCOc2ccccc2)nc2ccccc21` gave NR2E3 ag-1 4, TRAIL sens C8 10, TWEAK-Fn14 inh -5, TROY NFkB inh -13, HIF-2a inh -16, Peg3 prom inh -21, MITF TRPM1 inh -8, Shn3 inh set2 -1, NR2E3 ag-2 2, KKLEB tox -1 and CF NFkB block 9.
`Cc1cc(C)n(CC(O)COc2c(C)cccc2C)n1` (configuration not stated) gave NR2E3 ag-1 -1, TRAIL sens C8 2, TWEAK-Fn14 inh 0, TROY NFkB inh -2, HIF-2a inh -6, Peg3 prom inh -6, MITF TRPM1 inh 17, Shn3 inh set2 -9, NR2E3 ag-2 16, KKLEB tox 4 and CF NFkB block 13.
`O=C(NCc1cc([N+](=O)[O-])ccc1O)c1cc(-c2ccncc2)nc2ccccc12` gave NR2E3 ag-1 3, TRAIL sens C8 -9, TWEAK-Fn14 inh 11, TROY NFkB inh 5, HIF-2a inh 13, Peg3 prom inh 26, MITF TRPM1 inh 3, Shn3 inh set2 10, NR2E3 ag-2 15, KKLEB tox 1 and CF NFkB block 0.
For COc1ccccc1NC(=O)CSc1ccc2nnc(-c3cccnc3)n2n1 the results were NR2E3 ag-1 2, TRAIL sens C8 -6, TWEAK-Fn14 inh -29, TROY NFkB inh 5, HIF-2a inh 19, Peg3 prom inh 25, MITF TRPM1 inh 0, Shn3 inh set2 -18, NR2E3 ag-2 -5, KKLEB tox -18 and CF NFkB block -30.
`COc1ccc(-c2noc(CCCC(=O)NC3CCCC3)n2)cc1OC` gave NR2E3 ag-1 1, TRAIL sens C8 -9, TWEAK-Fn14 inh -2, TROY NFkB inh -5, HIF-2a inh 27, Peg3 prom inh 6, MITF TRPM1 inh -6, Shn3 inh set2 44, NR2E3 ag-2 -22, KKLEB tox -6 and CF NFkB block -24.
Screening Cc1nn(C(C)C(=O)NCc2ccccc2F)c(=O)c2nn(-c3ccccc3)c(C)c12 (configuration not stated) returned NR2E3 ag-1 1, TRAIL sens C8 -8, TWEAK-Fn14 inh 12, TROY NFkB inh -9, HIF-2a inh 18, Peg3 prom inh 9, MITF TRPM1 inh 1, Shn3 inh set2 -3, NR2E3 ag-2 23, KKLEB tox 18 and CF NFkB block -10.
O=C(NCc1ccccc1)C(c1ccco1)N(C(=O)c1csnn1)c1ccccc1 (configuration not stated) was read as NR2E3 ag-1 0, TRAIL sens C8 12, TWEAK-Fn14 inh 7, TROY NFkB inh 26, HIF-2a inh 24, Peg3 prom inh -2, MITF TRPM1 inh 19, Shn3 inh set2 1, NR2E3 ag-2 -11, KKLEB tox -13 and CF NFkB block 20.
For CCCCN1C(=O)C(CC(=O)NCc2ccco2)CC(C(=O)N(CC)CC)=C1C (configuration not stated) the results were TRAIL sens C8 11, TWEAK-Fn14 inh 13, TROY NFkB inh 17, HIF-2a inh 1, Peg3 prom inh 1, Shn3 inh set2 -19, NR2E3 ag-2 1, KKLEB tox 7 and CF NFkB block 1.
`Cc1cc(=S)cc(C)n1CCCO` gave NR2E3 ag-1 -4, TRAIL sens C8 -10, TWEAK-Fn14 inh -2, TROY NFkB inh -11, HIF-2a inh 14, Peg3 prom inh 11, MITF TRPM1 inh 3, Shn3 inh set2 13, NR2E3 ag-2 -29, KKLEB tox 10 and CF NFkB block -4.
`O=[N+]([O-])c1ccc(S(=O)(=O)N2CCN(c3ccccn3)CC2)cc1` gave TRAIL sens C8 -9, TWEAK-Fn14 inh 7, TROY NFkB inh -12, HIF-2a inh 11, Peg3 prom inh 4, Shn3 inh set2 -7, NR2E3 ag-2 3, KKLEB tox 2 and CF NFkB block -27.
Screening O=C(Nc1nccs1)c1csc2c1CCCC2 returned NR2E3 ag-1 3, TRAIL sens C8 -2, TWEAK-Fn14 inh 10, TROY NFkB inh -40, HIF-2a inh -214, Peg3 prom inh -196, MITF TRPM1 inh -42, Shn3 inh set2 -68, NR2E3 ag-2 -92, KKLEB tox 8 and CF NFkB block -2.
For COc1cccc(/C=N/NC(=O)c2c(-c3ccccc3)noc2C)c1 the results were NR2E3 ag-1 2, TRAIL sens C8 -2, TWEAK-Fn14 inh 13, TROY NFkB inh 5, HIF-2a inh -1, Peg3 prom inh 19, MITF TRPM1 inh -11, Shn3 inh set2 19, NR2E3 ag-2 -1, KKLEB tox 0 and CF NFkB block -26.
`O=C(NCc1ccc2c(c1)OCO2)C(=O)NCC1CCCO1` (configuration not stated) gave NR2E3 ag-1 4, TRAIL sens C8 -3, TWEAK-Fn14 inh -8, TROY NFkB inh 26, HIF-2a inh -39, Peg3 prom inh -51, MITF TRPM1 inh -5, Shn3 inh set2 6, NR2E3 ag-2 -13, KKLEB tox 3 and CF NFkB block -13.
Screening COCCNc1ncnc2c1ncn2[C@H]1CN(CCc2ccccc2)C[C@@H](CO)O1 returned TRAIL sens C8 -2, TWEAK-Fn14 inh 9, TROY NFkB inh 4, HIF-2a inh 14, Peg3 prom inh 1, Shn3 inh set2 -18, NR2E3 ag-2 -1, KKLEB tox -4 and CF NFkB block 0.
For CCOC(=O)Nc1cccc2c1-c1ccc([N+](=O)[O-])cc1C2=O the results were TRAIL sens C8 11, TWEAK-Fn14 inh 2, TROY NFkB inh -10, HIF-2a inh 12, Peg3 prom inh -4, MITF TRPM1 inh 15, Shn3 inh set2 -7, NR2E3 ag-2 1, KKLEB tox 14 and CF NFkB block -13.
COc1ccc(CCN(C)C(=O)CSc2ncnc3sccc23)cc1OC was read as NR2E3 ag-1 0, TRAIL sens C8 -5, TWEAK-Fn14 inh 4, TROY NFkB inh -9, HIF-2a inh 11, Peg3 prom inh 6, MITF TRPM1 inh -2, Shn3 inh set2 -1, NR2E3 ag-2 8, KKLEB tox 0 and CF NFkB block 4.
For CCCc1ccc2oc(C(=O)N(Cc3nccn3C)C(C)C)c(C)c2c1 the results were NR2E3 ag-1 6, TRAIL sens C8 14, TWEAK-Fn14 inh -11, TROY NFkB inh -24, HIF-2a inh -163, Peg3 prom inh -164, MITF TRPM1 inh -25, Shn3 inh set2 -15, NR2E3 ag-2 -7, KKLEB tox 0 and CF NFkB block -7.
Screening O=c1cc(-c2ccccc2F)nc(-c2ccccc2F)o1 returned NR2E3 ag-1 1, TRAIL sens C8 3, TWEAK-Fn14 inh -3, TROY NFkB inh -17, HIF-2a inh 16, Peg3 prom inh 1, MITF TRPM1 inh -7, Shn3 inh set2 -11, NR2E3 ag-2 5, KKLEB tox 11 and CF NFkB block 9.
CC(CCc1ccccc1)NC(=O)COC(=O)c1ccccc1O (configuration not stated) was read as NR2E3 ag-1 -2, TRAIL sens C8 -9, TWEAK-Fn14 inh -16, TROY NFkB inh 6, HIF-2a inh 2, Peg3 prom inh 2, MITF TRPM1 inh -17, Shn3 inh set2 -11, NR2E3 ag-2 -15, KKLEB tox -5 and CF NFkB block 10.
O=C(N[C@@H](Cc1ccc(O)cc1)C(=O)O)C(c1ccccc1)c1ccccc1 was read as NR2E3 ag-1 4, TRAIL sens C8 -11, TWEAK-Fn14 inh -5, TROY NFkB inh -29, HIF-2a inh 15, Peg3 prom inh -5, MITF TRPM1 inh -6, Shn3 inh set2 -13, NR2E3 ag-2 -26, KKLEB tox 2 and CF NFkB block -6.
`CCN(CC)S(=O)(=O)c1cccc2c(N(C)C)cccc12` gave NR2E3 ag-1 0, TRAIL sens C8 -3, TWEAK-Fn14 inh 9, TROY NFkB inh 11, HIF-2a inh -8, Peg3 prom inh -6, MITF TRPM1 inh -8, Shn3 inh set2 18, NR2E3 ag-2 -5, KKLEB tox -1 and CF NFkB block 10.
Screening CN(C)c1ccc(C(=O)N2CCNC(=O)C2CC(=O)Nc2ccc(F)cc2)cc1 (configuration not stated) returned NR2E3 ag-1 -2, TRAIL sens C8 15, TWEAK-Fn14 inh -4, TROY NFkB inh 0, HIF-2a inh 15, Peg3 prom inh 9, MITF TRPM1 inh 8, Shn3 inh set2 7, NR2E3 ag-2 11, KKLEB tox -5 and CF NFkB block -10.
For COc1ccc(CC(=O)NCCc2ccc(Cl)cc2Cl)cc1 the results were NR2E3 ag-1 -1, TRAIL sens C8 -5, TWEAK-Fn14 inh 34, TROY NFkB inh 7, HIF-2a inh 12, Peg3 prom inh 0, MITF TRPM1 inh 17, Shn3 inh set2 -9, NR2E3 ag-2 11, KKLEB tox 11 and CF NFkB block -12.
For Cc1cccc(-n2c(SCC(=O)Nc3cccc(S(=O)(=O)NC4=NCCCCC4)c3)nc3ccccc3c2=O)c1C the results were NR2E3 ag-1 4, TRAIL sens C8 -13, TWEAK-Fn14 inh 18, TROY NFkB inh 12, HIF-2a inh 23, Peg3 prom inh 24, MITF TRPM1 inh 6, Shn3 inh set2 40, NR2E3 ag-2 -23, KKLEB tox 31 and CF NFkB block -33.
`CCOc1ccc2nc(NCCCNS(=O)(=O)c3ccccc3)c(C#N)cc2c1` gave NR2E3 ag-1 6, TRAIL sens C8 -10, TWEAK-Fn14 inh 4, TROY NFkB inh -15, HIF-2a inh -16, Peg3 prom inh 6, MITF TRPM1 inh 5, Shn3 inh set2 -4, NR2E3 ag-2 -3, KKLEB tox 5 and CF NFkB block 4.
For Cc1ccc(C2=NS(=O)(=O)N(C)C(C(=O)NCc3ccco3)=C2)cc1 the results were NR2E3 ag-1 -1, TRAIL sens C8 -6, TWEAK-Fn14 inh 2, TROY NFkB inh -4, HIF-2a inh -26, Peg3 prom inh -39, Shn3 inh set2 -9, NR2E3 ag-2 1, KKLEB tox 11 and CF NFkB block -22.
COc1ccc(CN2CCCC(CNC(=O)c3ccc(F)cc3)C2)cc1OC (configuration not stated) was read as NR2E3 ag-1 0, TRAIL sens C8 2, TWEAK-Fn14 inh -6, TROY NFkB inh -4, HIF-2a inh 9, Peg3 prom inh 1, MITF TRPM1 inh 8, Shn3 inh set2 4, NR2E3 ag-2 -3, KKLEB tox 2 and CF NFkB block 11.
For CC(C)c1ccc2oc(=O)cc(CN3CCOCC3)c2c1 the results were NR2E3 ag-1 -2, TRAIL sens C8 8, TWEAK-Fn14 inh -17, TROY NFkB inh 4, HIF-2a inh 0, Peg3 prom inh 22, MITF TRPM1 inh 0, Shn3 inh set2 -8, NR2E3 ag-2 25, KKLEB tox -8 and CF NFkB block 11.

2 records picked at random from the list so far:
For CC(C)c1ccc2oc(=O)cc(CN3CCOCC3)c2c1 the results were NR2E3 ag-1 -2, TRAIL sens C8 8, TWEAK-Fn14 inh -17, TROY NFkB inh 4, HIF-2a inh 0, Peg3 prom inh 22, MITF TRPM1 inh 0, Shn3 inh set2 -8, NR2E3 ag-2 25, KKLEB tox -8 and CF NFkB block 11.
`CCOc1ccc2nc(NCCCNS(=O)(=O)c3ccccc3)c(C#N)cc2c1` gave NR2E3 ag-1 6, TRAIL sens C8 -10, TWEAK-Fn14 inh 4, TROY NFkB inh -15, HIF-2a inh -16, Peg3 prom inh 6, MITF TRPM1 inh 5, Shn3 inh set2 -4, NR2E3 ag-2 -3, KKLEB tox 5 and CF NFkB block 4.

Assay outcomes from PubChem.

Some of the compounds tested; rates above refer to the full screens.
